Tb PFK block: T. brucei PFK enzyme inhibition. O15648. T. brucei PFK, ADP-Glo luminescence. Potency, µM (highest dose often 57.5 µM), inactives show top-dose activity, negative = inhibition, hits mostly inhibitors. 0.17% of 330,000 active. AID 485367;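 note: potency is the fitted concentration of half-maximal effect; 0% = uninhibited 1x PFK enzyme wells and -100% = no-enzyme wells; nearly all actives have a fitted effect of over 60% in size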
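PFK 1.25 nM, F6P 0.5 mM, ATP 0.1 mM, 0.1 M TEA pH 8.0, 5 mM MgCl2, 0.01% Tween20, 0.1% BSA; 45 min RT. ADP-Glo readout. qHTS titration up to 57 uM; curves fitted, compounds curve-classed.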
TSHR antagonist: antagonists of human thyroid stimulating hormone receptor; P16473; TSHR-expressing cells, TSH-stimulated cAMP HTRF, 2 h; hits give low values; activity change, negative = inhibition, % at 11.5 µM; 0.2% of 330,000 active;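 active = activity change below a set negative limit, meaning inhibition stronger than a set level, cut at about -70% in these data; inconclusive = activity change between two set negative limits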; note: % is set by controls: 0 for no effect and ±100 for the full control effect
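TSHR-expressing cells were treated with compounds, then stimulated with TSH at EC80 (4nM final) for 2 hours at 37 deg C. Cellular cAMP was measured by HTRF competition between lysate cAMP and cAMP-d2 for a cryptate-labelled anti-cAMP antibody.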
Eya2 phos inh: Eya2 (human) phosphatase inhibition. O00167. recombinant Eya2, OMFP fluorescence dephosphorylation (OMFP is methylfluorescein phosphate). Potency, µM (doses to about 76.9 µM), inactives show top-dose activity, negative = inhibition, hits mostly inhibitors. 0.006% of 330,000 active. AID 488837; note: potency is the fitted concentration of half-maximal effect; % is set by controls: 0 for no effect and ±100 for the full control effect
Target sequence (O00167 whole entry, looked up): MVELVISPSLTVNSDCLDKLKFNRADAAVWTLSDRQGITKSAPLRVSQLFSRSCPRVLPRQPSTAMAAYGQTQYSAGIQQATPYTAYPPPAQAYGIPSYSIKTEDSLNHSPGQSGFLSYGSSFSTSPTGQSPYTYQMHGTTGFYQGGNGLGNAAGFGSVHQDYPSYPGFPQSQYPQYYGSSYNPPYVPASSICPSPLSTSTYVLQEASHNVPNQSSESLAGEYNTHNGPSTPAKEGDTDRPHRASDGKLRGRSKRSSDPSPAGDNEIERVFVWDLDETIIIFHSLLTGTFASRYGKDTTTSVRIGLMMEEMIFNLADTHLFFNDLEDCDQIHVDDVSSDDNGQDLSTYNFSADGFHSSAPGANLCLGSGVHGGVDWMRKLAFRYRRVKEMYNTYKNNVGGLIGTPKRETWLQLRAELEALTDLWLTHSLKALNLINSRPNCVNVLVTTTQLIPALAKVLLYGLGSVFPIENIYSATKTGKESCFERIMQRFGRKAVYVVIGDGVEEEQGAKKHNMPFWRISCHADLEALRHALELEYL
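Eya2 (0.2 uM) preincubated 10 min at ambient with compound, then OMFP substrate added at 50 uM; 10 min reaction in 50 mM HEPES pH 7.5, 50 mM NaCl, 5 uM MgCl2, 0.05% BSA, 1 mM DTT. Fluorescence read at Ex 485/Em 525 nm.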
USP2a block: blocks human ubiquitin-specific protease USP2a; USP2 core, Ub-CHOP2 coupled fluorogenic reporter, 485/531; Potency, µM (series often up to 38.3 µM), for the others: at the highest dose activity change, negative = inhibition, hits mostly inhibitors; 0.01% of 330,000 active; AID 463254;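 note: potency is the fitted concentration of half-maximal effect; plate controls were DMSO wells for no effect and full inhibition by NEM control for full effect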
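Cell-free coupled assay: 10nM USP2 core preincubated 30min RT with compound in Tris-HCl pH 8.0/CaCl2/CHAPS buffer, then 25nM Ub-CHOP2 and 25nM reporter substrate; fluorescence (Ex 485/Em 531) read after 60min RT, normalized to NEM inhibition, concentration-response curves fitted.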
Mito fusion yeast: blocks mitochondrial division or promotes mitochondrial fusion; S. cerevisiae fusion-defective mutant growth rescue, CellTiterGlo 48 h; Potency, µM (top dose mostly 46.1 µM), for the others: at the top dose growth rescue (activation), actives largely listed as activators; 0.23% of 320,000 active; AID 485298;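 note: potency is the fitted concentration of half-maximal effect; % of control where 0% means no effect; nearly all actives have a fitted effect of over 45% in size; temperature-sensitive fusion mutants such as fzo1-1 at 37 °C on non-fermentable ethanol glycerol medium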
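Compounds are tested for their ability to restore growth of mitochondrial fusion-defective yeast strains at non-permissive 37C in YPEG medium over 48 hours. Viability is quantified by luciferase luminescence.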
BCR signal inh: blocks chronic active B-cell receptor signaling. 0.05% of 340,000 active. ABC-DLBCL IkBa-CBG/CBR reporter, luminescence ratio, 4 h. Potency, µM (series often up to 46.1 µM), inactives show at the top dose ratio change, negative = lower green/red ratio, actives largely listed as inhibitors; active = well fitted inhibition curve with a large enough effect in the signal ratio, with a control signal flat, not every such curve was filed as active; inconclusive = small, poorly fitted or top-dose-only effect, or effect the other way, or a change in a side signal; the % refers to the signal ratio;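 note: potency is the fitted concentration of half-maximal effect; plate controls were basal doxycycline-induced cells for no effect and cells given 10 µM MG132 for full effect; MG132 reads +100%, hits lower the ratio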
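Cell line TMD8 (human ABC DLBCL), stably expressing tet-inducible CBG68-IkBa fusion and CBR; IMDM/0.5% FBS; cpd up to 46 uM; dox induction, 4 h, 37C/5% CO2; dual luminescence; green/red ratio; MG132 control.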
PTAP TSG101 blk: blocks PTAP/TSG101 interaction to inhibit HIV-1 budding; Q99816; Potency, µM (series often up to 115 µM), without a hit: at the highest dose activity change, negative = inhibition, usual class: inhibitors; Fluorescence polarization, FITC-PTAP peptide / Tsg101 binding; 340,000 tested, under 10 active; active = well fitted inhibition curve with a large enough effect in the main read-out, with a control signal flat, not every such curve was filed as active; inconclusive = small, poorly fitted or top-dose-only effect, or effect the other way, or a change in a side signal; inactive = no such curve, though single readings can be large or run the other way; note: potency is the fitted concentration of half-maximal effect; % of control where 0% means no effect
Target sequence (Q99816 whole entry, looked up): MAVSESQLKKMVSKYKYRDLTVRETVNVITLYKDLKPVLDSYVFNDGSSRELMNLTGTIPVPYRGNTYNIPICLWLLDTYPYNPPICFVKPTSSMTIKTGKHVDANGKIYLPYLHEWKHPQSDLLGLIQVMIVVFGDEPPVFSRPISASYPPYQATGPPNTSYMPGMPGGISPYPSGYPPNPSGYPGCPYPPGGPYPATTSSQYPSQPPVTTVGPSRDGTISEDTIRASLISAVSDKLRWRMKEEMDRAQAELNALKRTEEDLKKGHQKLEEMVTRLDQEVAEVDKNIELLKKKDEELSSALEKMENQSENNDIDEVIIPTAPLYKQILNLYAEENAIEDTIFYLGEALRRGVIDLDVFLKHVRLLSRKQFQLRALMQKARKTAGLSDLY
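Compounds were pin-transferred onto Tsg101 binding domain (10 uM final) in HEPES pH 7.5 buffer, then FITC-PTAP peptide was added at 50 nM final. After 20 min at RT, polarization reported peptide displacement across a qHTS concentration series.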
TCR act: activates T cell receptor signaling. primary human leukocytes, anti-CD3, IL-2 HTRF, 48 h. 330,000 tested, under 10 active. Potency, µM (top dose mostly 9.22 µM), without a hit: top-dose activation of IL-2 secretion, most hits filed as activators; note: % of control where 0% means no effect
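48 hr co-incubation of compounds, a-CD3 beads and primary human leukocytes; IL-2 quantified homogeneously by HTRF with anti-IL-2 K and d2 conjugates.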
uPA generation: inhibitors of cell surface uPA generation; cell surface uPA generation assay, qHTS; Potency, µM (doses to about 38.3 µM), for the others: at the highest dose activity change, negative = inhibition, most hits filed as inhibitors; 0.31% of 330,000 active; AID 540303; active = well fitted inhibition curve with a large enough effect; inconclusive = small, poorly fitted or top-dose-only effect; inactive = no such curve, though single readings can be large or run the other way; tested in mouse RAW 264.7 cells; note: potency is the fitted concentration of half-maximal effect; % is set by controls: 0 for no effect and ±100 for the full control effect; nearly all actives have a fitted effect of over 55% in size
ELG1 DNA repair: blocks ELG1-dependent DNA repair in HEK293T cells; HEK293T ELG1-luciferase reporter, luminescence, 16 h; DNA damage induced by 5-fluorouridine; Potency, µM (series often up to 46.1 µM), without a hit: at the top dose activity change, negative = inhibition, most hits filed as inhibitors; 2.3% of 330,000 active; note: potency is the fitted concentration of half-maximal effect; % is set by controls: 0 for no effect and ±100 for the full control effect; nearly all actives have a fitted effect of over 55% in size
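HEK293T cells expressing luciferase-tagged ELG1 (2,000/well) received 5-Fluorouridine plus compound or DMSO for 16 hr at 37 °C. Luciferase was read by ONE-Glo luminescence after 30 min at room temperature.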
B2AR arrestin: agonists driving beta-arrestin recruitment to human beta2-adrenergic receptor; Potency, µM (doses to about 46.1 µM), for inactives: top-dose activation, actives largely listed as activators; beta-arrestin recruitment to beta2AR, cell-based reporter; P07550; 0.02% of 330,000 active;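 note: potency is the fitted concentration of half-maximal effect; 0% = DMSO controls and full agonism = EC100 isoproterenol or metaproterenol; nearly all actives have a fitted effect of over 65% in size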
Numbers without * were called inactive; ? = inconclusive; nt = no result given; [ ] = dose if it differs, or a comment. Unless noted, calls come from the whole dose curve; as a rule, active = well fitted curve in the direction sought with a large enough effect; inconclusive = small, poorly fitted or top-dose-only effect, or another doubt; inactive = no such curve, though single readings can be large; an effect the other way counts as inactive or inconclusive. Rows were taken by chance (roughly 3% active in at least one column).

entry	Compound	Tb PFK block	TSHR antagonist	Eya2 phos inh	USP2a block	Mito fusion yeast	BCR signal inh	PTAP TSG101 blk	TCR act	uPA generation	ELG1 DNA repair	B2AR arrestin
1	CCOC(=O)C1=C(C)NC(=O)NC1c1cn(-c2ccccc2)nc1-c1cccs1 (configuration not stated)	-4%	1	0%	-8%	1%	?	-10%	5%	13%	?	0.1%
2	CCN(CC)S(=O)(=O)c1ccc(C(=O)NCc2ccc(C)cc2)cc1	0%	35	-13%	-1%	2%	4%	-1%	-3%	-3%	-17%	0.1%
3	CC(C)CC(=O)Nc1ccccc1N1CCN(C(=O)c2ccccc2)CC1	14%	-2	7%	-5%	3%	?	-7%	-3%	2%	?	-0.1%
4	Cc1cc(NC(=O)CSc2nccn2-c2cccc(Cl)c2)no1	1%	1	-1%	1%	0%	0%	-1%	4%	-3%	0%	-0.6%
5	O=C(O)COc1ccccc1/C=N/Nc1ccc(S(=O)(=O)Nc2ccc(Cl)cc2)cc1[N+](=O)[O-]	-2%	-10	8%	-1%	8%	7%	-7%	2%	7%	-1%	-0.2%
6	O=C(c1cc2cc([N+](=O)[O-])ccc2oc1=O)N1CCN(c2ncccn2)CC1	0%	-2	5%	0%	-1%	?	1%	2%	nt	5%	0.1%
7	Cc1ccc(SCC(=O)NC2CC3CCC(C2)N3C)cc1 (configuration not stated)	-2%	24	3%	-2%	-4%	?	-1%	0%	2%	?	0.1%
8	O=c1c2c(nc3n1CCS3)c1cc(F)ccc1n2Cc1cc(=O)n2cc(Cl)ccc2n1	-19%	14	-6%	-6%	-2%	6%	-3%	-3%	-3%	5%	-0.5%
9	CC(=O)N1CCN=C1SCc1cccc(Cl)c1	1%	13	-9%	1%	4%	4%	4%	-5%	-3%	-3%	-0.1%
10	CCS(=O)(=O)N1CCCC(C(=O)NCCc2ccc(C)cc2)C1 (configuration not stated)	0%	4	-1%	4%	-9%	0%	-7%	2%	4%	1%	0.1%
11	CC(C)n1c(=N)c(C(=O)NCCc2ccccc2)cc2c(=O)n3ccccc3nc21	0%	-6	-1%	1%	-4%	1%	1%	0%	-7%	17%	0.1%
12	O=C(Nc1ccnn1C1CCN(Cc2c[nH]c3ccccc23)CC1)c1ccccc1	-5%	8	-11%	-2%	-3%	29%	-7%	5%	-3%	15%	-0.9%
13	CCOc1ccccc1C(=O)NCC(=O)NCC(c1ccco1)N1CCCCC1 (configuration not stated)	-1%	5	-17%	2%	0%	-8%	-1%	-4%	-2%	11%	-0.1%
14	O=C(CSc1nnc(-c2ccccc2)c(-c2ccccc2)n1)Nc1ccc(Br)cn1	-4%	3	-3%	-5%	23%	0%	2%	2%[46.1 µM]	9%	?	-1.8%
15	Cc1onc(-c2c(Cl)cccc2Cl)c1C(=O)N=C(N)N1CCOCC1	0%	-5	9%	6%	2%	9%	-3%	2%	2%	11%	-0.4%
16	CCOc1ccc(N(CC(=O)NC2CCCCCC2)S(=O)(=O)c2c(C)noc2C)cc1	3%	-1	-9%	6%	1%	-2%	0%	2%	-6%	-12%	-0.4%
17	CCOc1ccccc1NC(=O)Nc1cnccn1	0%	3	7%	1%	-2%	0%	1%	-2%	0%	4%	0.1%
18	Nc1nnn(CC(=O)N/N=C/c2ccncc2)n1	-4%	3	1%	2%	-3%	-1%	3%	-3%	-4%	-7%	0.6%
19	CCCCOC(=O)CSc1nc(N)c(C#N)c(-c2ccc(OCC)cc2)c1C#N	-5%	0	1%	1%	-3%	2%	-7%	12%	-1%	?	-0.2%
20	CC(C)c1ccc(NC2CCCN(C(=O)c3ccncc3)C2)cc1 (configuration not stated)	15%	-21	-18%	5%	-2%	nt	-3%	0%	-6%	?	-0.1%
21	COC(=O)C(Cc1ccc(O)cc1)NC(=O)CCc1nc2ccccc2s1 (configuration not stated)	-7%	8	-7%	8%	-8%	12%	2%	3%	-1%	?	0.0%
22	Cc1ccc(O)c(NC(=O)CCC2CCCCC2)c1	1%	-10	-11%	0%	-4%	-7%	0%	0%	-12%	?	-0.7%
23	COc1cc(C(=O)OCC(=O)N2CCCCC2C)ccc1OCc1c(C)noc1C (configuration not stated)	-2%	3	1%	-3%	-4%	-1%	1%	0%	-12%	0%	-0.2%
24	Cc1sc2ncnc(Nc3ccccc3)c2c1C	-11%	2	7%	2%	-3%	-10%	-3%	-1%	-7%	12%	0.0%
25	COc1ccccc1NS(=O)(=O)NC(=O)c1c(C)[nH]c2ccccc12	4%	-10	-2%	4%	4%	?	-2%	0%	1%	17%	0.2%
26	CC(C)COC(=O)c1ccc(NC(=O)C2C3CCC(C3)C2C(=O)O)cc1 (configuration not stated)	-1%	3	-20%	-1%	0%	?	-3%	0%	4%	?	-0.9%
27	Nc1nc(Nc2ccccc2F)nc(NCc2ccco2)c1[N+](=O)[O-]	2%	-7	8%	1%	18%	0%	-2%	1%	?	?	-0.8%
28	O=C(c1cccs1)N(Cc1cccc(F)c1)C1CCS(=O)(=O)C1 (configuration not stated)	1%	-6	0%	1%	4%	0%	-8%	2%	1%	7%	-0.3%
29	Cc1ccc(OC(=O)N2CCOCC2)cc1	3%	11	-7%	1%	-3%	-2%	-2%	nt	2%	?	0.0%
30	O=C(C1CCCN(Cc2ccc([N+](=O)[O-])cc2)C1)N1CCCCC1 (configuration not stated)	-4%	-3	-4%	-1%	-4%	-1%	-1%	-3%	-13%	?	-0.3%
31	Cn1nnnc1SC(C(=O)Nc1ccc(F)cc1)c1ccccc1 (configuration not stated)	-2%	-3	7%	-1%	8%	3%	-1%	4%	6%	-10%	-0.1%
32	CC12CC3CC(C)(C1)CC(C(O)CN1CCOCC1)(C3)C2 (configuration not stated)	0%	33	-2%	-2%	-4%	6%	2%	4%	-30%	4%	-1.1%
33	CCn1cc(C(=O)NC2CC(C)(C)Cc3c2cnn3-c2cccc(F)c2)cn1 (configuration not stated)	1%	6	5%	0%	4%	0%	-3%	5%	-14%	-1%	-0.7%
34	O=C1CC(C(=O)N2CCN(c3ccccc3Cl)CC2)CN1Cc1ccccc1 (configuration not stated)	6%	0	10%	1%	1%	-1%	-1%	2%	19%	12%	0.1%
35	O=C(N/N=C\C=C\c1ccc2c(c1)OCO2)C1COc2ccccc2O1 (configuration not stated)	27µM*	3	3%	-1%	0%	0%	0%	-1%[46.1 µM]	-2%	-8%	-0.5%
36	Cc1c(NC(=O)c2nn3c(c2Br)NC(c2ccccc2)CC3C(F)(F)F)c(=O)n(-c2ccccc2)n1C (configuration not stated)	-2%	15	-3%	3%	-1%	-1%	-1%	2%[46.1 µM]	3%	2%	-3.7%
37	CC(Nc1cc(N2CCOCC2)ccc1[N+](=O)[O-])c1ccccc1 (configuration not stated)	0%	0	-2%	1%	3%	0%	-7%	-4%[46.1 µM]	5%	24%	-1.4%
38	CSc1nc(-c2ccco2)cc(-c2ccccc2)c1C#N	-1%	-13	8%	2%	4%	-7%	-3%	-2%	-1%	-14%	-0.3%
39	COc1ccc(-c2cc(C3CCN(c4ncccc4[N+](=O)[O-])CC3)[nH]n2)cc1	-2%	10	-8%	-13%	0%	-2%	-2%	2%	-4%	?	4.4%
40	COc1ccc(OC)c(N/C(C)=C/C(=O)c2ccncc2)c1	3%	8	-1%	2%	4%	1%	-2%	-2%	-1%	?	-0.8%
41	COc1cc2c(cc1OC)CN(C(=O)CSc1ccccc1C)CC2	-3%	nt	3%	1%	nt	0%	-2%	0%	3%	-9%	0.5%
42	Cc1ccnc(NCn2nnc3ccccc32)c1	1%	0	8%	0%	1%	-3%	-5%	0%	8%	-2%	-0.3%
43	O=C(Cc1ccc([N+](=O)[O-])cc1)Nc1cccc(C(F)(F)F)c1	-17%	-22	2%	2%	0%	21%	-7%	-1%[46.1 µM]	?	-14%	0.1%
44	CCc1c(C)nc(N2CCN(c3ccccc3F)CC2)[nH]c1=O	-5%	2	2%	-1%	5%	2%	-1%	nt	15%	5%	-0.1%

Assay outcomes deposited in PubChem BioAssay by National Center for Advancing Translational Sciences (NCATS).
